# Bioassay records deposited in PubChem BioAssay by National Center for Advancing Translational Sciences (NCATS).
# FUS suppressor: FUS proteinopathy suppression in yeast; S. cerevisiae FUS-expressing, growth rescue, OD600, 24 h; Potency, µM (doses to about 76.6 µM), for the others: at the highest dose growth rescue (activation), usual class: activators; 390,000 tested, 0.24% active; AID 1347120;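 note: potency is the fitted concentration of half-maximal effect; plate controls were DMSO vehicle for no effect and reference control for full effect; nearly all actives have a fitted effect of over 55% in size; some results filed as inactive show a strong effect at the top dose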
#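 Steps: raffinose overnight preculture; dilution to OD 0.005 in 2% galactose minimal medium; compound addition (concentration series); 24hr at 30C, 99% humidity; absorbance read at 600 nm.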
# PTHR1 ag: activates the human parathyroid hormone receptor PTHR1 | Potency, µM (series often up to 115 µM), for the others: top-dose activation, usual class: activators | HEK293 GP2 PTHR1 cells, GloSensor cAMP luminescence, 1 h | 410,000 tested, 0.075% active; note: potency is the fitted concentration of half-maximal effect; nearly all actives have a fitted effect of over 55% in size; some results filed as inactive show a strong effect at the top dose; inactives centre near -15; many of its hits are not listed in these tables
# Target sequence (Q03431 whole entry, looked up): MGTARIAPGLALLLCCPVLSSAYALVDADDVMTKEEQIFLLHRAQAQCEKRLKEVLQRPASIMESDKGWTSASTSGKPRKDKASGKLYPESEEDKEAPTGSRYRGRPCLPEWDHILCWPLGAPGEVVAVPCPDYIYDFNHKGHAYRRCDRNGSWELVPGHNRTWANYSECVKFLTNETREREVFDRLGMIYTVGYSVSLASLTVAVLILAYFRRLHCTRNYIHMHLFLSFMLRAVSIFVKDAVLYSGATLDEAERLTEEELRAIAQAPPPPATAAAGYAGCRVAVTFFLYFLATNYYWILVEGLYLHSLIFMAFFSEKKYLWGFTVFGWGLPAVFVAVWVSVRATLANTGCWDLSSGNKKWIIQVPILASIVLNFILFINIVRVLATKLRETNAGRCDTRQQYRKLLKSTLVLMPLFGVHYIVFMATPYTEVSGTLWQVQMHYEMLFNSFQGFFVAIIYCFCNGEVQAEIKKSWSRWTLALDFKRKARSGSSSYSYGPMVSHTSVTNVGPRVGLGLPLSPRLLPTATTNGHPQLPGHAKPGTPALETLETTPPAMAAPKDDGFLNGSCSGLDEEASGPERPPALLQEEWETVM
#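 HEK-293-derived GP2 cells expressing PTHR1 and a GloSensor cAMP reporter, 3,000/well, plated overnight, given luciferin plus IBMX (each 0.5 mM as added) for 1 h at 37 °C, then compound for 1 h at 37 °C. Luminescence was read after 15 min at room temperature.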
# aSyn yeast inh: alpha-synuclein toxicity inhibition in yeast | 370,000 tested, 0.14% active | Potency, µM (doses to about 46.1 µM), without a hit: at the top dose growth rescue (activation), most hits filed as activators | AID 652106 | Yeast expressing alpha-synuclein, growth rescue, BacTiter-Glo, 24 h; note: potency is the fitted concentration of half-maximal effect; % of control where 0% means no effect; nearly all actives have a fitted effect of over 65% in size
#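 Rescue of yeast growth: cells expressing toxic alpha-synuclein, induced in galactose at OD600 0.02, incubated with compound 24 h at 30 C. ATP luminescence quantified growth; inhibitors of toxicity appear as activators.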
# TDP-43 yeast inh: inhibitors of TDP-43 toxicity in yeast. TDP-43 expressing yeast growth rescue, BacTiter-Glo, 24 h. Potency, µM (highest dose often 46.1 µM), for the others: top-dose growth rescue (activation), hits mostly activators. 410,000 tested, 1.8% active; note: potency is the fitted concentration of half-maximal effect; % of control where 0% means no effect; nearly all actives have a fitted effect of over 50% in size
#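 Luminescence from BacTiter-Glo reports growth of TDP-43-expressing yeast after 24 hr at 30 deg C with compound. Cells were raffinose-pregrown to mid-log, then seeded in galactose medium at OD600=0.02.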
# Abeta yeast res: compounds reversing amyloid beta toxicity in yeast; AID 1347071; Potency, µM (top dose mostly 46.1 µM), inactives show at the top dose growth rescue, usual class: activators; 410,000 tested, 0.063% active; yeast expressing A-beta42, growth rescue, OD600, 48 h; response scale: 0% DMSO, 100% iron-clioquinol control; note: potency is the fitted concentration of half-maximal effect; nearly all actives have a fitted effect of over 55% in size
#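 Yeast growth medium received pinned compounds, then yeast cells expressing toxic A-beta were added; plates incubated at 30 C for 48 hr. Growth read as absorbance at 600 nm, normalized to DMSO and equimolar FeCl3 plus clioquinol controls.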
# Mm-Cpn inhibitor: blocks the Methanococcus maripaludis chaperonin Mm-Cpn | purified Mm-Cpn ATPase, ADP Transcreener TR-FRET | Potency, µM (highest dose often 76.9 µM), for the others: top-dose activity, negative = inhibition, actives largely listed as inhibitors | 330,000 tested, 0.031% active | AID 504842; note: potency is the fitted concentration of half-maximal effect; % is set by controls: 0 for no effect and ±100 for the full control effect; nearly all actives have a fitted effect of over 80% in size
#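 Inhibition of chaperonin ATP hydrolysis is measured as reduced ADP production, detected by competitive TR-FRET in which signal falls with ADP. Final enzyme 25 nM and ATP 10 uM, reacted 30 min at 37°C.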
# Akt phos inh: Akt phosphorylation inhibition | Neuro2A IGF-stimulated pAkt S473 HTRF, 20 min; stronger effect = lower value | activity change, % for hits at 50 µM | 360,000 tested, 0.32% active | AID 651550; in the data active = activity change below about -80%; inconclusive = mostly about -51% to -80%; note: % is set by controls: 0 for no effect and ±100 for the full control effect
#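 Neuro2A cells in DMEM with 0.5% FBS, overnight at 37 deg C, given compound at single 50 µM final, then IGF (6 nM final) for 20 min at 37 deg C. Lysed; phospho-Akt Ser473 by HTRF after 24 h, 665/615 ratio.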
# GLP-1R inv ag: GLP-1 receptor (human) inverse agonism; HEK293 GLP-1R CRE-luciferase, luminescence, 24 h; GLP-1R form is constitutively active; Potency, µM (top dose mostly 38.3 µM), for the others: at the highest dose activity change, negative = inhibition, actives largely listed as inhibitors; 410,000 tested, 1.6% active; AID 624417; note: potency is the fitted concentration of half-maximal effect; % is set by controls: 0 for no effect and ±100 for the full control effect; nearly all actives have a fitted effect of over 55% in size
# Target sequence (P43220 whole entry, looked up): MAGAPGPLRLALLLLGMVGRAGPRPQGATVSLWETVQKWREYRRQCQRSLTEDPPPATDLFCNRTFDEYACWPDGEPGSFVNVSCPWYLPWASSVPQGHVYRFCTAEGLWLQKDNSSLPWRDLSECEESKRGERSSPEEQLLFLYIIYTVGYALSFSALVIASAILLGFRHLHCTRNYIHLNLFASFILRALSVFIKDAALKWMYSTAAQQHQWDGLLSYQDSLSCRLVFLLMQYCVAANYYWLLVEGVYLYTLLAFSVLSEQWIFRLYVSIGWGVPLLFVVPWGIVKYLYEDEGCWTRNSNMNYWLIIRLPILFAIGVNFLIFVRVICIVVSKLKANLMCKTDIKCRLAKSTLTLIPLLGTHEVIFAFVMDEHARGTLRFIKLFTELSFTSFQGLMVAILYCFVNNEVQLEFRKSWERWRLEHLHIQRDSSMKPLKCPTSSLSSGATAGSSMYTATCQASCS
#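 qHTS in 1536-well format: reporter HEK293 cells expressing constitutive GLP-1R activity in DMEM + 10% Nu serum, 24 hr with compounds at 37 deg C, luminescence read after 12 min with detection reagent.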
# HEK293 tox: cytotoxic in the GLP-1 receptor inverse agonist counter-screen; 410,000 tested, 0.13% active; Potency, µM (doses to about 38.3 µM), for the others: at the highest dose activity change, negative = inhibition, hits mostly inhibitors; AID 624418; HEK293 cAMP-luciferase reporter cells, luminescence, 24 h;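 note: loss of luciferase light is scored as toxicity; potency is the fitted concentration of half-maximal effect; % is set by controls: 0 for no effect and ±100 for the full control effect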
#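 1536-well qHTS counterscreen of the MLSMR; 200 cells/uL, 12 h pre-incubation, 23 nL cpd, 24 h at 37 deg C 5% CO2, luciferase detection reagent, 12 min RT, luminescence. Inhibition = undesired.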
# Numbers without * were called inactive; i = inactive; ? = inconclusive; · = no result given; [ ] = another dose, or the depositor's remark. Unless noted, calls come from the whole dose curve; as a rule, active = well fitted curve in the direction sought with a large enough effect; inconclusive = small, poorly fitted or top-dose-only effect, or another doubt; inactive = no such curve, though single readings can be large; an effect the other way counts as inactive or inconclusive. Not all compounds are listed; rates above refer to the full screens.
# Start of the listing, in advance:
SMILES,FUS suppressor,PTHR1 ag,aSyn yeast inh,TDP-43 yeast inh,Abeta yeast res,Mm-Cpn inhibitor,Akt phos inh,GLP-1R inv ag,HEK293 tox
COc1ccc2[nH]c(=O)c(CN(Cc3cccs3)Cc3nnnn3C(C)(C)C)cc2c1,?,-8.5%[57.5 µM],-3.2%,-15.2%,1.6%,-3.4%,i,65.2%[activator],-7.7%
COc1ccc(CNn2cnnc2)c(O)c1,-23.7%,i,5.2%,3.7%,0.1%,1.4%,i,-3.9%,-7.0%

# The whole of this part, previewed entries included:
SMILES,FUS suppressor,PTHR1 ag,aSyn yeast inh,TDP-43 yeast inh,Abeta yeast res,Mm-Cpn inhibitor,Akt phos inh,GLP-1R inv ag,HEK293 tox
COc1ccc2[nH]c(=O)c(CN(Cc3cccs3)Cc3nnnn3C(C)(C)C)cc2c1,?,-8.5%[57.5 µM],-3.2%,-15.2%,1.6%,-3.4%,i,65.2%[activator],-7.7%
COc1ccc(CNn2cnnc2)c(O)c1,-23.7%,i,5.2%,3.7%,0.1%,1.4%,i,-3.9%,-7.0%
CCC1(CC)Cc2ccccc2-c2nc(NN)[nH]c(=O)c21,20.6%,-17.2%,0.4%,1.2%,4.1%,0.0%,i,?,2.2%
O=C(CSc1nnc(-c2cccnc2)n1Cc1ccco1)NCc1ccc2c(c1)OCO2,12.2%,i,0.8%,15.5%,9.3%,-2.8%,i,0.0%,-5.3%
O=C(Nc1ccc(N2CCOCC2)cc1)NC1CCCCC1,31.8%,-14.5%[57.5 µM],0.4%,-24.2%,-1.8%,-0.2%,·,14.4%,19.3%
O=C(/C=C/c1ccccc1)Oc1coc(CSc2ncccn2)cc1=O,30.6%,i,3.8%,-30.7%[inhibitor],-4.0%,-0.9%,i,20.1%,4.5%
CN1CCN(C(=O)c2cc(-c3cccc(Cl)c3)on2)CC1,·,i,-6.7%,1.1%,-8.0%,-7.5%,i,10.1%,2.3%
Cc1cc(C)n2nc(SCC(=O)NCc3ccco3)nc2n1,17.7%,i,-7.6%,-8.9%,1.4%,-28.6%,i,0.0%,9.2%
COc1ccc(C(C(=O)NC2CCCCC2)N(C(=O)CCl)c2ccc(C)cc2)cc1 (stereo not drawn),·,i,10.1%,0.3%,6.1%,-1.9%,i,0.0%,-26.2%
COCC(C)NC(=S)NCCc1ccc(Cl)cc1Cl (stereo not drawn),4.3%,-3.1%,-1.7%,11.9%,?,0.6%,i,?,?
COCCn1c(SCC(=O)c2ccc(F)cc2)nnc1C(C)C,-1.3%,i,-0.5%,14.1%,-7.0%,0.7%,i,8.8%,-5.1%
Cc1ccccc1NC(=O)C(Cc1ccccc1)n1cccc1 (stereo not drawn),-4.4%,i,0.4%,19.5%,-14.5%,0.2%,i,?,2.1%
CCC(CC)NC(=O)c1cc([N+](=O)[O-])ccc1N1CCOCC1,·,i,1.1%,6.7%,11.8%,1.5%,i,20.5%,?
FC(F)(F)c1ccc(-c2nnc(-c3cccnc3)o2)cc1,-5.9%,-1.7%,2.7%,12.6µM*,1.2%,0.6%,i,-2.7%,-9.1%
O=C(COC(=O)c1ccc(OC(F)F)cc1)NCc1cccs1,2.3%,-22.3%,0.8%,?,-14.2%,0.2%,i,-22.5%,-16.6%
COc1ccccc1Cc1c(-c2ccc(C#N)cc2)nc2ccc(Br)cn12,36.4%,?,8.4%,9.9%,-22.3%,·,i,-8.2%,-0.4%
CCOc1ccc(CN2CCNC(=O)C2CC(=O)NCCCC2CCCC2)cc1 (stereo not drawn),34.6%,i,4.9%,-1.6%,16.2%,-10.8%,i,?,-25.6%
COc1ccc2cc(C(=O)OC(C)C)sc(=O)c2c1OC,15.5%,-6.7%[57.5 µM],8.1%,?,-5.2%,-3.6%,i,32.9%[activator],-0.5%
CC1CCCN(C(=O)CNC(=O)c2sc3ccccc3c2Cl)C1 (stereo not drawn),28.6%,-27.8%,-1.1%,-7.4%,-0.2%,-6.3%,i,?,3.9%
CCCS(=O)(=O)C(=C(Nc1ccc(OC)cc1)Nc1ccc(OC)cc1)S(=O)(=O)CCC,34.5%,i,10.1%,-16.4%,-1.0%,-0.5%,i,9.9%,-12.2%
CC(C)C[C@H](NC(=O)N1CCn2c1nc1ccccc12)C(=O)NCC1CCCO1 (stereo partly drawn),14.6%,i,-4.5%,2.7%,10.0%,0.5%,i,6.0%,-7.9%
Cn1c(=O)c2c(nc(SCC(=O)c3cccs3)n2Cc2ccc(F)cc2)n(C)c1=O,16.3%,i,-0.5%,-15.5%,-2.5%,?,i,0.0%,11.0%
O=c1c(C(c2ccc(O)cc2)c2c(O)nc3n(c2=O)CCCS3)c(O)nc2n1CCCS2,-1.6%,-2.0%[57.5 µM],-13.4%,-8.6%,13.8%,0.9%,i,1.5%,-3.9%
Cc1c(C)n(-c2ccccc2)c2ncnc(NCCCN(C)C)c12,-21.2%,i,-1.8%,4.0%,-0.3%,1.5%,i,?,1.6%
CC(=O)NC1C(=O)N=C(SCC(=O)NC2CCCCC2)NC1=O (stereo not drawn),-13.0%,9.7%[57.5 µM],-10.2%,-0.7%,12.3%,1.2%,i,3.3%,-18.9%
O=C(COC(=O)CCSc1ccc(F)cc1)NCc1ccc(F)cc1,·,-8.5%,-8.0%,19.3%,6.1%,-0.9%,i,5.1%,5.3%
Cc1noc(C)c1C(=O)N1CCC1(C)C(=O)NS(=O)(=O)c1ccc(Cl)cc1 (stereo not drawn),-7.5%,5.7%,0.9%,4.1%,-2.9%,·,i,3.1%,7.5%
COc1ccc(C2C(C#N)=C(C)NC3=C2C(=O)c2ccccc23)cc1 (stereo not drawn),18.6%,-0.8%[57.5 µM],8.3%,-11.8%,-11.3%,0.0%,·,-14.4%,-16.5%
Cc1ccc(C)c(CN2C(=O)c3ccccc3S(=O)(=O)c3ccc(C(=O)N4CCN(c5ccccn5)CC4)cc32)c1,41.9%,i,·,?,2.8%,·,·,-29.8%,13.4%
O=C(/C=C/c1ccccc1[N+](=O)[O-])N1CCN(c2ccccc2F)CC1,11.6%,i,-0.2%,1.0%,-10.1%,-1.8%,i,1.0%,4.5%
Cn1c(=O)c2c(nc(Br)n2Cc2ccccc2Cl)n(C)c1=O,-48.0%,-22.7%,1.0%,11.8%,0.6%[9.22 µM],1.7%,i,-2.8%,-5.3%
O=c1[nH]cnc2sc3c(c12)CN(Cc1ccccc1)CC3,19.8%,i,8.3%,13.9%,-17.2%,0.1%,i,-6.0%,6.2%
CCOC(=O)N1CCN(C(=O)c2cccc(S(=O)(=O)Nc3ccccc3Cl)c2)CC1,·,-5.7%,0.7%,7.7%,-4.3%,-2.1%,i,0.2%,-10.5%
O=C(CN1CCCCC1)Nc1cccc(Cl)c1Cl,·,i,1.4%,6.6%,3.3%,-2.9%,i,0.0%,-1.5%
COC(=O)[C@@]12C[C@@H](CC(=O)NCC34CC5CC(CC(C5)C3)C4)C(=O)N(Cc3ccccc3)C1=CCC(C)(C)C2,?,-18.0%,1.8%,20.0%,18.0%,·,i,?,8.3%
CCCCn1c(=O)n(Cc2cccc(F)c2)c(=O)c2c1ncn2Cc1ccco1,2.5%,i,-10.5%,4.6%,-11.5%,1.0%,i,?,-0.1%
CC(C)CCNS(=O)(=O)c1ccc(-c2ccc(S(=O)(=O)NCCC(C)C)cc2)cc1,-13.2%,i,-9.8%,-5.5%,9.8%,3.8%,i,6.2%,-10.2%
O=C(c1ccc(N2CCN(C(=O)c3cccc(F)c3)CC2)cc1)c1cccc(F)c1,32.4%,-23.9%,1.7%,?,-10.9%,0.8%,i,?,-19.5%
COc1cccc(N=Cc2c(O)c3ccccc3oc2=O)c1,11.9%,-33.8%[inhibitor],-0.5%,23.2%,4.9%,1.7%,i,-2.1%,-21.6%
O=C(CCc1ccc(S(=O)(=O)N2CCOCC2)cc1)Nc1nc(COc2ccccc2)cs1,36.2%,-18.0%[57.5 µM],4.2%,-2.2%,8.1%,-1.3%,·,0.0%,-15.5%
Cc1[nH]c2ccccc2c1SCC(=O)N1CCOCC1,-15.8%,i,-4.1%,-15.8%,-13.2%,-1.2%,i,4.0%,2.0%
O=C(Oc1c(Cl)cc(Cl)c2cccnc12)c1cccc([N+](=O)[O-])c1,12.6%,-4.0%,?,2µM*,-72.2%[inhibitor],0.4%,i,12.6µM*,?
CCOc1cc(/C=N/NC(=O)CN2CCOCC2)ccc1OCc1ccccc1,·,-48.5%[inhibitor],-11.6%,0.0%,-5.0%,-0.6%,i,10.1%,-2.5%
COc1ccc(-n2nc(C(=O)NCC(=O)N3CCN(C)CC3)c3ccccc3c2=O)cc1OC,9.1%,i,4.2%,0.0%,1.8%,-0.1%,i,?,-16.5%
COc1ccc(C(C(=O)NC2CCCC2)N(C(=O)c2ccco2)c2cc3c(cc2C(C)=O)OCO3)cc1 (stereo not drawn),12.8%,-23.3%,-5.4%,-9.4%,-6.2%,-0.2%,i,11.5%,0.6%
CC(C)(C)C1CCC(=O)N(CCC#N)CC1 (stereo not drawn),-28.8%,i,3.0%,12.3%,-11.1%,1.6%,i,14.5%,5.7%
CCOC(=O)C1=C(c2ccccc2)OC(N)=C(C#N)C1c1ccc(Cl)s1 (stereo not drawn),4.0%,-21.9%[57.5 µM],-0.5%,3.5%,11.2%,-3.3%,i,1.3%,1.7%
